Source: PubChem (several laboratories)
LMPTP block: blocks human LMPTP phosphatase; inhibition, % at 20 µM; P24666; hit rate 0.22% among 360,000; recombinant LMPTP-A, OMFP fluorogenic substrate, fluorescence intensity;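 active = compounds that cut the enzyme signal by at least half of the control window in the single-dose screen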;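 also: plate controls were DMSO wells with enzyme plus substrate for no effect and substrate without enzyme for full effect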
Target sequence (P24666 whole entry, looked up): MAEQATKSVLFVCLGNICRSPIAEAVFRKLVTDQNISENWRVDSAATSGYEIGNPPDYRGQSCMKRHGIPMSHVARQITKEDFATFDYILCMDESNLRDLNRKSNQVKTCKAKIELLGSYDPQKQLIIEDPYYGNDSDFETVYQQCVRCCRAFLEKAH
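Assay system: LMPTP-A enzyme. Input: 0.625 nM LMPTP-A final. Probe or stimulus: 400 µM OMFP. Compound dosing: single 20 µM dose. Schedule: 50 min dark incubation at room temperature. Detection: fluorescence intensity of OMFP turnover product. Read-out: percent inhibition versus substrate-only and uninhibited controls. Benchmarks: no-enzyme low control, uninhibited high control.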
CendR NRP1 mod: modulators of CendR peptide binding to human neuropilin-1. O14786. FAM-RPARPAR peptide binding to NRP-1, fluorescence polarization. inhibition, % at 25 µM. hit rate 0.85% among 360,000. AID 602438;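 active = inhibition or corrected inhibition above about 18%, plus a signal ratio from 0.5 to 1.5, limit read from the data, passing the limit was not always enough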; also: strong numbers were not always called active
NadD inh: blocks S. aureus nicotinate mononucleotide adenylyltransferase | purified NadD enzyme, colorimetric absorbance read-out | inhibition, % at 20 µM | hit rate 0.78% among 360,000 | AID 602399; in the data active = inhibition above about 26%; also: some compounds past the cut are filed as inactive
DNMT1 block: blocks human DNA methyltransferase DNMT1. inhibition (reported as % activation of signal), % at 10 µM. P26358. AID 588458. hit rate 0.83% among 360,000. DNMT1 molecular beacon, Hinp1I cleavage, fluorescence; in the data active = inhibition above about 50%
STEP inh: blocks human striatal-enriched tyrosine phosphatase. inhibition, % at 20 µM. recombinant STEP, OMFP fluorogenic substrate, fluorescence. hit rate 0.25% among 360,000. P54829. AID 588621;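 active = inhibition at 20 µM, scaled per plate between control wells, above about 37%, limit read from the data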;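 also: 0% = DMSO with enzyme and substrate and 100% = substrate only without enzyme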
Target sequence (P54829 whole entry, looked up): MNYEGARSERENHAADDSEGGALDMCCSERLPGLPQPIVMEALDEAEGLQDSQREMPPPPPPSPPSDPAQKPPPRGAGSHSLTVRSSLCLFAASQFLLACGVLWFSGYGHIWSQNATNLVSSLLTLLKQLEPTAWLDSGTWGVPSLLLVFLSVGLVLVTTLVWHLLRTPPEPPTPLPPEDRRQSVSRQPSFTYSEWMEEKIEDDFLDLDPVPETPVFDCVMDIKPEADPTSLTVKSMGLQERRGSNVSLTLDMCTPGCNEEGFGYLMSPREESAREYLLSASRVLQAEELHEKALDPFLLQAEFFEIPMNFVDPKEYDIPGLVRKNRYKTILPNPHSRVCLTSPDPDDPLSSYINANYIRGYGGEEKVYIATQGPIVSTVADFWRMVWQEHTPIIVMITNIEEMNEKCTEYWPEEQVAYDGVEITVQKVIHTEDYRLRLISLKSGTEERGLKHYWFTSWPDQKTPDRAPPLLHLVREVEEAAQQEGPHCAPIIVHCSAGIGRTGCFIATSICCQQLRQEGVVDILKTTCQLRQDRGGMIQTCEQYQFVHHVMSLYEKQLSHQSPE
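Material: STEP (striatal-enriched tyrosine phosphatase) enzyme, cell-free | Medium: 50 mM Bis-Tris pH 6.0 with 2.5 mM DTT and 0.005% Tween 20 | Read-out: Percent inhibition scaled to no-enzyme and uninhibited-enzyme controls, plate-pattern corrected | Signal: Fluorescence read at 480 nm ex / 540 nm em | Times: 20 min reaction, room temperature, in the dark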
Scp-1 inhibitor: inhibitors of human Scp-1 phosphatase; hit rate 0.88% among 340,000; Recombinant Scp1, phosphopeptide, malachite green phosphate absorbance; inhibition, % at 20 µM;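 active = inhibition above about 50% at 20 µM, limit read from the data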;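 also: plate controls were DMSO wells with enzyme for no effect and wells lacking enzyme for full effect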
Target sequence (Q9GZU7 76-261 limits assumed): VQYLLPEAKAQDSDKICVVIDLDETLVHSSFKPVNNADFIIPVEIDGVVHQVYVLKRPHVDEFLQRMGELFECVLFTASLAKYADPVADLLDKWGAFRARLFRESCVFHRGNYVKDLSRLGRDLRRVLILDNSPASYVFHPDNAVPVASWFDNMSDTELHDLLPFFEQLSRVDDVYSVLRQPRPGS
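Incubation: 45 min enzyme reaction at room temperature / System: truncated SCP-1 phosphatase (76-261aa) / Reagent: Phospho 17-mer peptide substrate / Buffer or medium: Acidic Tris acetate buffer with magnesium and detergent / Signal: absorbance at 630 nm / Doses: one concentration, 20 µM, with 1.0% DMSO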
Neddyl block: inhibitors of human cullin neddylation; P61081+Q13564; TR-FRET cullin neddylation, biochemical; calls only at 25 µM; hit rate 0.58% among 360,000; in the data active = inhibition above about 36%
SKN-1 block: blocks SKN-1 activity in C. elegans; C. elegans VP596 Pgst-4::GFP/RFP ratio, acrylamide-induced, 24 h; inhibition, % at 21.8 µM; hit rate 0.49% among 360,000;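 active = interference check ratio from 0.5 to 1.5 plus GFP to RFP signal ratio inhibition reaching or exceeding a fixed threshold, cut at about 30% in these data, passing the limit was not always enough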; also: some compounds called inactive have numbers as strong as hits
TbMetRS inhib: Trypanosoma brucei MetRS inhibition. purified T. brucei MetRS, ATP depletion, Kinase-Glo luminescence. hit rate 0.4% among 360,000. inhibition, % at 11.9 µM;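 active = inhibition above a per-plate cutoff of the control wells' mean inhibition plus 3 SD, cut at about 5.5% in these data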;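 also: 0% = DMSO wells median and 100% = median of wells with control inhibitor compound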
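Measured by: Kinase-Glo luciferase luminescence reporting remaining unconsumed ATP. Material: purified T. brucei MetRS enzyme. Doses: 11.9 µM compound single dose, 0.9% DMSO. Medium: HEPES buffer containing pyrophosphatase, BSA, spermine, DTT. Times: 15 min preincubation, 2 h reaction, all 25 °C. Reagent: methionine, ATP and bulk E. coli tRNA.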
SUMO1 PPI mod: alters human SUMO1 binding to SIM partners; SUMO1 binding to a labelled peptide, TR-FRET, 1 h; inhibition, % at 20 µM; hit rate 0.33% among 360,000; P63165; AID 602429; in the data active = inhibition above about 37%
Target sequence (P63165 whole entry, looked up): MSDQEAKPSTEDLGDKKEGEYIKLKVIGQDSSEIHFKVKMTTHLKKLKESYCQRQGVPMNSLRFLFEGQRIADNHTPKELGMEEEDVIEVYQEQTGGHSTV
The depositor's hits bear a star; i = inactive; nt = not tested or not shown.

Value order – DNMT1 block	NadD inh	STEP inh	Neddyl block	SUMO1 PPI mod	SKN-1 block	LMPTP block	TbMetRS inhib	CendR NRP1 mod	Scp-1 inhibitor
Cc1ccc(-c2nnn(CC(=O)N(CC(=O)NC3CCCC3)c3ccccc3F)n2)o1
  12	2	0	i	0	-10	-0.3	-0.7	1	2
CN(C(=O)c1cccc(NC(=O)Cc2cccc(NC(=O)C3CCCN(C(=O)C4CCCC4)C3)c2)c1)C1CC1 (stereo not drawn)
  6	5	2	i	3	9	-1.5	-0.4	5	0
COc1cc(CN2CCC(Cc3ccccc3)CC2)cc([N+](=O)[O-])c1O
  3	2	-2	i	-14	6	-3.0	-0.4	1	-2
Cc1ccc(-c2n[nH]c(=S)n2/N=C/c2ccc(C)o2)cc1
  1	1	-1	i	-7	9	0.3	-0.3	6	-3
CCOc1ccccc1Nc1cc(C)nc2nnnn12
  0	6	-1	i	4	2	0.2	0.2	14	-1
Cc1cccn2c(NCc3ccc4c(c3)OCO4)c(-c3ccc(O)cc3)nc12
  -4	-5	0	nt	2	8	4.4	-0.6	5	-3
CCOc1ccc(CNC(=O)C2CCN(S(=O)(=O)CC)CC2)cc1OC
  3	0	1	i	4	10	-0.5	0.4	1	-9
CC(=O)Nc1nonc1-c1nc2ccccc2n1Cc1ccccc1
  -4	-1	0	i	3	-7	-0.3	0.3	-12	3
COc1cc(Cc2nccc3cc(OC)c(OC)cc23)c(NC(C)=O)cc1OC
  1	-2	-2	i	-1	-4	-0.6	0.3	-3	-6
COc1ccccc1NC(=O)CN1CCN(CC(=O)Nc2cc(NC(C)=O)ccc2OC)CC1
  -2	-1	1	i	1	-7	0.1	-1.1	-8	4
CC(C)(C)Nc1nc(N2CCCC2)nc(N2CCCC2)n1
  3	-6	0	i	0	-4	2.2	-0.8	-3	0
COc1ccc(C)cc1-n1nnnc1SCC(=O)c1cc(C)n(Cc2ccco2)c1C
  5	1	-1	i	2	21	4.0	0.4	-4	-11
CCn1c(CN2CCOCC2)nnc1SCC(=O)Nc1cccc(C)c1
  3	-4	-4	i	0	7	-0.8	0.1	12	-2
CCc1cccc(OCC(=O)Nc2ccc(S(=O)(=O)Nc3onc(C)c3C)cc2)c1
  -2	-1	1	i	11	-16	-1.5	-0.1	0	-15
CCn1c(SCC(=O)Nc2ccccc2)nc2c1c(=O)n(C)c(=O)n2C
  1	-2	-5	i	1	-2	-0.1	-0.7	2	0
C[C@H](CO)N1C[C@H](C)[C@@H](CN(C)Cc2cccc(O)c2)OCc2cnnn2CCCC1=O
  3	-3	-3	i	0	7	-0.9	-2.0	-2	nt
CCN(CC)CC(O)COc1ccccc1C(=O)CCc1ccccc1 (stereo not drawn)
  3	-3	-1	i	-3	-1	-1.3	0.7	-16	-7
COc1ccc(C(=O)COC(=O)c2ccc(-n3cnnn3)cc2)c(OC)c1
  -6	2	-1	i	-6	1	0.0	-0.4	10	-5
Cc1nc2sccn2c(=O)c1S(=O)(=O)N1CCN(c2cccc(C(F)(F)F)c2)CC1
  8	-7	2	i	2	0	0.6	-0.9	2	3
O=S(=O)(NCCCN1CCOCC1)c1ccc(F)c(Cl)c1
  -5	2	1	i	2	-11	-5.4	-0.5	3	-7
COc1ccc(C2=NOC(C(=O)Nc3ccc4c(c3)OCO4)C2)cc1 (stereo not drawn)
  -11	6	1	i	0	11	3.4	-0.7	-1	-10
O=C(O)C1=C[C@H](c2ccc(C(F)(F)F)cc2)C[C@H](OCc2ccc(CO)cc2)O1
  0	-3	-1	i	8	-7	-1.4	-0.1	-3	-3
CN(CC(=O)NC1CCCCCCC1)S(=O)(=O)c1cccc2cccnc12
  0	3	0	i	2	7	-0.9	0.0	-11	0
COc1ccc(N(C=O)C(C(=O)Nc2c(C)cccc2C)c2ccccc2)cc1 (stereo not drawn)
  2	-3	0	i	-2	0	0.1	-0.4	1	-11
CC(C)N1CCN(Cc2ccc(-c3ccccc3)cc2)CC1CCO (stereo not drawn)
  -1	-5	-1	i	6	-1	-0.1	-0.4	0	-2
CC(C)CC1=NN(C(=O)c2ccncc2)C(O)(C(F)(F)F)C1 (stereo not drawn)
  1	-2	1	i	2	3	-0.9	0.1	-1	-5
CCOc1ccc(NC(=O)CSc2nnc(C3CC3)n2C)cc1S(=O)(=O)N1CCCCC1
  2	4	0	i	0	7	-0.3	-0.1	2	-10
S=C1NC2(CCCCC2)Cc2ccccc21
  4	2	3	i	2	-1	-0.5	-0.3	-5	9
Cc1cc(C)n(CCN(C)C(=O)C2CCC(=O)N(CCc3cccc(F)c3)C2)n1 (stereo not drawn)
  2	-7	-2	i	3	-21	-1.1	-1.1	2	-3
CC(C)CCN1CCN(Cc2cccn2-c2ccc(Cl)cn2)CC1CCO (stereo not drawn)
  2	7	6	i	-6	-1	1.0	-0.8	-4	5

A second format for part of the listing above.
smiles | DNMT1 block | NadD inh | STEP inh | Neddyl block | SUMO1 PPI mod | SKN-1 block | LMPTP block | TbMetRS inhib | CendR NRP1 mod | Scp-1 inhibitor
COc1ccc(C)cc1-n1nnnc1SCC(=O)c1cc(C)n(Cc2ccco2)c1C | 5 | 1 | -1 | i | 2 | 21 | 4.0 | 0.4 | -4 | -11
CCn1c(CN2CCOCC2)nnc1SCC(=O)Nc1cccc(C)c1 | 3 | -4 | -4 | i | 0 | 7 | -0.8 | 0.1 | 12 | -2

The listing continues.
Value order – DNMT1 block	NadD inh	STEP inh	Neddyl block	SUMO1 PPI mod	SKN-1 block	LMPTP block	TbMetRS inhib	CendR NRP1 mod	Scp-1 inhibitor
Cc1cccc(NC(=O)CSc2nnc(CNC(=O)c3ccco3)n2C)c1
  -1	-3	0	i	6	-6	0.2	-0.5	0	-5
COC(=O)/C=C(\Oc1ccccc1)C1(O)CCCCC1
  1	-5	-1	i	-3	-2	-1.7	0.1	-11	-9
C/C(CC(=O)Nc1ccc(N(C)C)cc1)=N\NC(=O)c1ccc(Cl)cc1Cl
  -8	1	0	i	-1	11	2.0	-0.7	0	-8
O=C1c2ccccc2N2C(=O)c3ccccc3[C@H]2N1c1ccccc1
  2	-2	-4	i	4	6	-2.3	-0.4	11	2
Cc1[nH]c2ccccc2c1C(=O)C(=O)Nc1ccc2c(c1)OCCO2
  -3	-4	-1	i	-4	-3	0.3	-0.2	3	-7
CSc1cccc(NC(=O)C2CCN(S(=O)(=O)c3cnc[nH]3)CC2)c1
  -2	-4	-3	i	-2	3	0.4	-0.2	4	-3
O=C1C=CN(C2OC(CO)C(O)C2O)C(=O)C1 (stereo not drawn)
  3	0	1	i	3	6	-0.7	0.3	-2	nt
O=C(Nc1cccc(-c2nc3ncccc3o2)c1)c1cc2ccccc2o1
  1	-2	-3	i	-2	19	1.8	0.1	2	3
O=C(CN(C(=O)c1csnn1)c1ccccc1F)NC1CCCCC1
  5	-5	2	i	5	1	-2.0	-0.3	1	-7
O=C(Nc1ccc(Cl)cc1)C1Cc2c(-c3ccccc3Oc3ccccc3)ccnc2O1 (stereo not drawn)
  -12	7	-2	i	-3	-3	4.2	-0.2	-4	nt
O=S(=O)(/N=C(/Nc1cccnc1Cl)c1ccccc1)c1ccccc1
  4	1	-2	i	2	-1	-0.6	-0.3	4	-4
CC1Cc2ccccc2N1C(=O)Cn1c(=O)oc2cc(S(=O)(=O)NC3CCCC3)ccc21 (stereo not drawn)
  -6	2	1	i	-1	5	0.4	-0.8	-6	-3
O=C(O)CC(NC(=O)C12CC3CC(CC(C3)C1)C2)c1cccc([N+](=O)[O-])c1 (stereo not drawn)
  1	-5	0	i	-6	3	0.0	0.0	8	-5
CCOc1cc(S(=O)(=O)N2CCN(c3ccc(F)cc3)CC2)c(OCC)cc1-n1cnnn1
  2	-1	1	i	2	-6	0.9	-1.1	9	1
CCOC(=O)CN(C(=O)CSc1nnc(Cc2ccccc2)n1-c1ccc(C)cc1)c1ccccc1
  0	1	-2	i	-1	-13	1.8	-1.0	13	-2
Cc1cccc(C)c1OCc1cn(CC(=O)c2ccc(O)cc2)nn1
  58*	-2	0	i	0	-2	-1.9	0.1	-7	1
CCn1c2ccccc2c2nc3cc(S(=O)(=O)N4CCOCC4)ccc3nc21
  -2	12	9	i	-6	29	2.7	0.1	9	-4
COc1ccc(CCN2C(=O)CC(NNC(=O)c3ccccc3Br)C2=O)cc1 (stereo not drawn)
  1	-4	-2	i	2	-6	-1.8	-0.6	0	1
COC(=O)c1ccncc1C(=O)Nc1ccc(Oc2ncc(C(F)(F)F)cc2Cl)cc1
  1	-3	0	i	-31	4	0.5	-0.1	5	-4
CSc1ccc(/C=C/C(=O)OCC(=O)NC2CCS(=O)(=O)C2)cc1 (stereo not drawn)
  5	-2	-1	nt	-20	-15	0.0	-0.2	9	-5
Cn1c(CCNC(=O)C2CCCCC2)nc2cc(NC(=O)c3cccs3)ccc21
  4	-2	-2	i	6	11	0.3	-1.0	0	1
O=C(CSc1ccccc1)Nc1cc(Cl)ccc1Oc1ccccc1
  4	6	-2	i	3	1	2.5	-0.1	-34	-14
CC(C)(C)OC(=O)NCCCCCNC(=O)c1nc[nH]c1C(=O)N1CCN(C(=O)OC(C)(C)C)CC1
  5	-4	0	i	-1	3	-2.4	-0.3	2	-3
O=C(CSc1n[nH]c(=O)n1Cc1ccco1)c1ccc2c(c1)OCCO2
  2	-3	-1	i	3	5	1.0	-1.7	4	3
O=[N+]([O-])c1c(-c2cn[nH]c2)n[nH]c1-c1cn[nH]c1
  22	-4	-4	i	-14	6	-45	0.2	12	-5
Cc1ccc2c(c1)Oc1ccc(NC(=O)CCl)cc1C(=O)N2
  7	-2	-2	i	-3	2	-0.5	-0.1	-2	-13
Cc1ccc(Nc2nc(-c3ccc(F)cc3)cs2)nc1
  -3	2	0	i	4	26	1.9	0.2	5	-4
Cc1ccc2nc(C(O)C(O)c3nc4ccc(C)cc4[nH]3)[nH]c2c1 (stereo not drawn)
  3	2	2	i	-5	-11	-0.9	0.0	-10	-2
COc1cccc(C(=O)Nc2cnn(C(C)C)c2)c1
  0	3	-2	i	0	-2	-0.4	-0.1	-1	5
CSc1nn2c(C(F)(F)F)cc(C(F)(F)F)nc2c1C(=O)O
  0	-2	-3	i	-19	-5	-1.0	-0.2	9	-10
COC(=O)c1ccc(CNC(=O)c2ccc(OC)c(S(=O)(=O)NC3CC3)c2)cc1
  1	-3	-2	i	1	-4	-1.1	-0.1	-7	nt
CCNC(=O)COc1cccc(C(=O)NCc2ccccc2)c1
  3	-1	-4	i	0	-3	-1.3	1.0	-4	-8
